From PubChem BioAssay
CD40 NFkB inh: inhibitors of CD40-induced NF-kB signaling, primary screen, BL2 cells, luciferase reporter, single point; AID 1053188, 2014; inhibition, % at 10 µM; 0.94% of 83,000 active; CD40L-induced, 4 h;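 active means mean inhibition of at least 50% with a set share of replicates also reaching that level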;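 further: 0% = neutral control wells and 100% = IKK inhibitor VII at 50 µM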
An asterisk follows results filed as active; & = joins results of further samples; [ ] = remark or other dose. Not all compounds are listed; the hit share may differ from the screen's.

CD40 NFkB inh | molecule
-3.5 | O=C(Cc1ccccc1[N+](=O)[O-])OCC(=O)N1CCN(c2ccccc2)CC1
5.8 | Cc1ccc(NS(=O)(=O)c2ccc(OCC(=O)NCc3ccco3)cc2)cc1
-22.7 | CC(NC(=O)c1cc2c(s1)CCCC2)C(C)(C)C (stereo not given)
5.0 | CCn1cc(CN2CCC(C(=O)Nc3cccc(-c4cccc(F)c4)c3)CC2)cn1
3.8 | CCCCN(C(=O)Nc1ccccc1)C1CCS(=O)(=O)C1 (stereo not given)
21.3[25 µM] | O=C(Nc1cc(F)ccc1F)N1CC(=O)N2[C@H](CO)[C@@H](c3ccc(/C=C/c4ccccc4)cc3)[C@H]2C1
-48.4 | CCOC(=O)c1c(C)[nH]c(C(=O)OCC(=O)NCc2ccco2)c1C
-0.6 | O=c1[nH]c(-c2ccccc2)c(-c2ccccc2)nc1[N+](=O)[O-]
3.8 | CCc1cccc(NC(=O)CCc2nc3sc4c(c3c(=O)[nH]2)CCCC4)c1
-1.8[25 µM] | NCCCCCCNS(=O)(=O)c1ccc2c(Cl)cccc2c1
-1.7 | CC(C)CN(C(=O)CN(C)C(=O)Cc1ccc(Cl)cc1)c1c(N)n(CC(C)C)c(=O)[nH]c1=O
-53.6 | CCOc1ccc2nc(N3CCCC(C(=O)NCCCN4CCOCC4)C3)sc2c1 (stereo not given)
-5.7[25 µM] | CS(=O)(=O)N1[C@H](C#N)[C@@H](c2ccccc2-c2ccccc2F)[C@H]1CO
1.3 | COCCNC(=O)C1(C)CCCN(C(=O)c2c(-c3ccccc3)noc2C)C1 (stereo not given)
6.2 | Cc1cc(C)n2c(SCc3nnc(-c4cccs4)o3)nnc2n1
-2.0 | Nc1ccnn1Cc1cccs1
19.2 | N#CC1=C(N)Oc2ccc3ccccc3c2C1c1cccnc1 (stereo not given)
10.5 | COc1ccc(N2CCN(C(=O)c3oc4c(c3C)C(=O)CCC4)CC2)cc1
-2.4 | CC(C)[C@H](NC(=O)NCCc1ccc(Cl)cc1)C(=O)O
-8.1 | Cn1nc(-c2ccccc2)c2ncc(C(F)(F)F)cc21
17.3 | C[C@@H]1CN([C@@H](C)CO)C(=O)c2c(c3ccccc3n2C)-c2ccccc2CO[C@@H]1CN(C)Cc1cccc(F)c1
9.0 | CC12CCC(=O)N1C(C(=O)Nc1ccccc1N1CCOCC1)CS2 (stereo not given)
-5.2 | CO[C@@H]1CN(C)C(=O)c2cc(NC(=O)C3CCC3)ccc2OC[C@H](C)N(Cc2cccnc2)C[C@H]1C
-2.7 | C=CCn1c(C)cc(-c2csc(NC(=O)C3=COCCO3)n2)c1C
8.0 | Cn1cnnc1SCC(=O)NC1CCCc2ccccc21 (stereo not given)
-40.1 | COC(=O)c1c(-c2ccccc2)csc1NC1=NS(=O)(=O)c2ccccc21
7.4 | CNC(=O)Cc1csc2ccc(Cl)cc12
7.3 | N#Cc1ccc(/C=N/N=C(N)N)cc1
17.1 | O=C1N(Cc2cccnc2)C[C@@H]2C[C@@H](c3cccc(OCc4ccccc4)c3)N3CCC[C@@]123
0.8 | CC1CCN(C(=O)C2CCN(c3nnc(-n4cccc4)s3)CC2)CC1
10.1 | c1ccc(CN2CCC(Nc3ncnc4sccc34)CC2)cc1
-48.3 | O=C(NCCCN1CCOCC1)c1ccc2nc(Cc3ccccc3F)oc2c1
4.2[25 µM] | C/C=C/c1ccc([C@@H]2[C@@H](CN(CC)C(=O)CN(C)C)N(C(C)=O)[C@H]2CO)cc1
22.8 | COC(=O)c1cc(-c2ccc(S(=O)(=O)N3CCCC3)cc2)c(C(F)(F)F)s1
6.6 | CN(C(=O)COC(=O)CCc1nc2ccccc2c(=O)[nH]1)C1CCS(=O)(=O)C1 (stereo not given)
-19.5 | O=C(NCc1cccnc1)c1cccs1
-4.5[25 µM] | CO[C@@H]1CC[C@H]2CCOc3ccc(C#N)cc3C(=O)N(C)C[C@@H](c3ccccc3)CC(=O)N(C)C[C@H]1O2
-9.8[25 µM] | C/C=C/c1ccc([C@H]2[C@H](CO)N(C(=O)CN(C)C)C23CN(C(=O)C2CCOCC2)C3)cc1
1.7[25 µM] | C[C@H]1CN([C@@H](C)CO)C(=O)c2ccccc2-c2ccccc2CO[C@@H]1CN(C)S(=O)(=O)c1cccc(C#N)c1
12.6 | CCCCN(C(=O)c1ccc([N+](=O)[O-])s1)c1c(N)n(CC(C)C)c(=O)[nH]c1=O
-3.1 | CC(C)CCNC(=O)NC(=O)CSc1ncccn1
5.3 | CCCc1cc(=O)[nH]c2nnc(SCC(=O)NCc3ccc4c(c3)OCO4)n12
17.0 | CC(C)NC(=O)N1CC(c2ccccc2)C(c2ccc(Cl)cc2)=N1 (stereo not given)
8.2 | O=C(O)Cc1ccc2c(c1)Cc1cccnc1O2
-1.7 | Cc1ccc(C(=O)NCCC(=O)N2CCC3(CC2)NCCc2[nH]cnc23)cc1
4.8 | Cc1ccccc1N1CCN(C2CCCN(C(=O)c3cn4c(C)cccc4n3)C2)CC1 (stereo not given)
1.8 | CO[C@@H]1CN(C)C(=O)c2cc(NC(=O)C3CCCC3)ccc2OC[C@@H](C)N(C)C[C@H]1C
-9.6[25 µM] | CC(C)CC#Cc1ccc([C@H]2[C@@H](CO)N3C(=O)CN(C(=O)c4ccccn4)C[C@@H]23)cc1
-86.3 | CC(=O)Nc1nc(-c2ccc3c(c2)CCO3)cs1
10.9 | O=C1CC(c2ccccc2)Cc2nc(N3CCc4ccccc4C3)ncc21 (stereo not given)
-13.9 | COc1ccc(OC)c(S(=O)(=O)N2CCCc3ccccc32)c1
18.3 | N#Cc1nc(Cc2cccc3ccccc23)oc1N1CCC(C(N)=O)CC1
-6.2 | Nc1nc(SCC(=O)Nc2ccc(Br)cc2Br)n[nH]1
18.2 | CCOCCn1ccc2c(OCC(=O)Nc3cc(OC)ccc3OC)cccc2c1=O
-4.2[25 µM] | N#C[C@H]1[C@H](c2ccccc2-c2cccc(F)c2)[C@@H](CO)N1C(=O)C1CCOCC1
0.3 | O=C(Nc1ccccc1NS(=O)(=O)c1ccc(F)cc1)C1CCCC1
-10.5[25 µM] | COc1ccc(NC(=O)N(C)C[C@@H]2OCCCC[C@@H](C)Oc3ccc(NC(=O)c4ccncc4)cc3C(=O)N([C@H](C)CO)C[C@H]2C)cc1
11.0 | CCOC(=O)c1ccc(NC(C)=O)c([N+](=O)[O-])c1
7.6 | COC(=O)C1CCN(c2cnccn2)CC1
1.1[25 µM] | CC(C)NC(=O)N1C[C@@H]2[C@H](c3ccccc31)[C@H](CO)N2C(=O)c1ccc(F)cc1

The list continues:
CD40 NFkB inh | molecule
-1.9 | COc1ccc(N2CC(C(=O)Nc3nnc(Cc4ccccc4)s3)CC2=O)cc1 (stereo not given)
-2.0 | COCCN(CCOC)C(=O)CCn1c(=O)oc2ccccc21
16.6 | Cc1ccc(OCCN2CCC2(C)C(=O)NCc2cccc3ccccc23)cc1 (stereo not given)
2.2 | CCN(c1ccccc1)S(=O)(=O)c1ccc(C(=O)NC2CCN(Cc3ccccc3)CC2)cc1
0.9 | C[C@H](NC(=O)[C@@H]1[C@@H](CO)[C@@H]2Cn3c(cccc3=O)[C@H]1N2C(=O)C1CCCC1)c1ccccc1
-1.9 | COc1ccc(C(=O)Nc2nnc(-c3ccccc3)o2)cc1OC
32.1 | C[C@@H]1CN([C@H](C)CO)C(=O)Cc2cc(NC(=O)Nc3ccc(C(F)(F)F)cc3)ccc2O[C@@H]1CN(C)CC1CCCCC1
1.0 | O=[N+]([O-])c1cc(S(=O)(=O)N2CCCC2)ccc1NCCCN1CCOCC1
-1.7 | Cc1cccc(C(=O)Nc2nnc(Cc3c[nH]c4ccccc34)s2)c1
2.4 | CCOC(=O)C1CCCN(S(=O)(=O)c2cccs2)C1 (stereo not given)
13.1 | Cc1nnc(NC(=O)Oc2ccccc2)s1
19.9 | O=C(NCCC(=O)N1CCN(c2ccccn2)CC1)c1ccc(Cl)cc1
7.9 | CC1CCN(CCC(=O)NN)CC1
-8.9 | COc1ccc(CCCNC(=O)C2CCC(=O)N(CCc3cccc(F)c3)C2)cc1 (stereo not given)
-56.2 | COc1ccc(CCNc2c([N+](=O)[O-])ncn2C)cc1OC
-2.9[25 µM] | C[C@@H]1CN([C@@H](C)CO)C(=O)c2ccccc2-c2ccccc2CO[C@@H]1CN(C)C(=O)[C@H](Cc1ccccc1)N(C)C
-4.5 | COc1cccc(NC(=O)C/C(C)=N/NC(=O)c2ccccc2Cl)c1
14.3 | C[C@H](CO)N1C[C@H](C)[C@H](CN(C)S(=O)(=O)c2ccccc2)OCCCC[C@H](C)Oc2ccc(NS(=O)(=O)c3ccc(Cl)cc3)cc2C1=O
-22.0 | O=C(Nc1ccccc1)Nc1cccc(-c2nnco2)c1
3.2 | CC(C)(C)C(C(=O)O)N1CCS(=O)(=O)CC1 (stereo not given)
-6.7 | O=C(Nc1ccc2c(c1)OCCO2)C1CCCN(c2ncccn2)C1 (stereo not given)
8.5 | CC(NC(=O)CCNS(=O)(=O)c1ccccc1)c1ccccc1 (stereo not given)
23.3[25 µM] | C[C@@H]1CN([C@H](C)CO)C(=O)Cc2cc(N(C)C)ccc2O[C@@H]1CN(C)Cc1ccc(-c2ccccc2)cc1
6.3 | COCCNC(=O)CN1c2ccccc2CC1C (stereo not given)

Copied from the list.
CD40 NFkB inh result of `COc1ccc(CCNc2c([N+](=O)[O-])ncn2C)cc1OC` → -56.2
CD40 NFkB inh result of `COc1cccc(NC(=O)C/C(C)=N/NC(=O)c2ccccc2Cl)c1` → -4.5
CD40 NFkB inh result of `O=C(Nc1ccccc1)Nc1cccc(-c2nnco2)c1` → -22.0
CD40 NFkB inh result of `CC1CCN(CCC(=O)NN)CC1` → 7.9
CD40 NFkB inh result of `CC(C)(C)C(C(=O)O)N1CCS(=O)(=O)CC1` (stereo not given) → 3.2

Following part
CD40 NFkB inh | molecule
-3.4 | CO[C@@H]1CN(C)C(=O)c2cc(NC(=O)c3cc(C)on3)ccc2OC[C@H](C)N(C(=O)C2CC2)C[C@H]1C
-15.6 | Cc1ccc2cc3c(nc2c1)N(Cc1ccco1)CC3
4.1[25 µM] | O=C(C1CCOCC1)N1C[C@@H]2[C@H](c3ccccc31)[C@H](CO)N2C(=O)Cc1ccccn1
11.6 | O=C(NC(C(=O)O)c1ccccc1)c1ccc(S(=O)(=O)N2CCOCC2)cc1 (stereo not given)
2.1[25 µM] | CN(C)CC(=O)NC[C@H]1N[C@@H](CO)[C@H]1c1ccc(-c2cccc(C#N)c2)cc1
-10.8[25 µM] | C[C@@H]1CCCCO[C@H](CN(C)C(=O)Cc2ccccc2)[C@H](C)CN([C@@H](C)CO)C(=O)c2cc(NS(C)(=O)=O)ccc2O1
40.2 | Cc1cc2nc(C)n(CCCNC(=O)Nc3cccc4ccccc34)c2cc1C
-4.6[25 µM] | COc1cccc(C#Cc2ccc([C@H]3[C@@H](CO)N(C(=O)c4ccccn4)[C@H]3C#N)cc2)c1
-81.2 | Cc1nc(NC(=O)C2CCCC2)sc1Cc1ccc2c(c1)OCO2
-15.8 | CCC(=O)N(c1ccc(C(=O)O)cc1)c1nc(-c2ccc(OC)cc2)c(C)s1
15.6 | COc1ccc(/C=C\c2cc(OC)c(OC)cc2CC[N+](C)(C)C)cc1OC
19.0 | Cc1ccc(-n2nc(-c3cccs3)cc2C(=O)NCC2CCCO2)c(C)c1 (stereo not given)

The final 7 compounds of the part above come first, to join the parts.
CD40 NFkB inh | molecule
-10.8[25 µM] | C[C@@H]1CCCCO[C@H](CN(C)C(=O)Cc2ccccc2)[C@H](C)CN([C@@H](C)CO)C(=O)c2cc(NS(C)(=O)=O)ccc2O1
40.2 | Cc1cc2nc(C)n(CCCNC(=O)Nc3cccc4ccccc34)c2cc1C
-4.6[25 µM] | COc1cccc(C#Cc2ccc([C@H]3[C@@H](CO)N(C(=O)c4ccccn4)[C@H]3C#N)cc2)c1
-81.2 | Cc1nc(NC(=O)C2CCCC2)sc1Cc1ccc2c(c1)OCO2
-15.8 | CCC(=O)N(c1ccc(C(=O)O)cc1)c1nc(-c2ccc(OC)cc2)c(C)s1
15.6 | COc1ccc(/C=C\c2cc(OC)c(OC)cc2CC[N+](C)(C)C)cc1OC
19.0 | Cc1ccc(-n2nc(-c3cccs3)cc2C(=O)NCC2CCCO2)c(C)c1 (stereo not given)
10.2 | CSc1nc(C)c(C(=O)C[n+]2ccccc2)cc1C#N
9.6 | Cc1ccc2[nH]c(-c3ccccc3)c(CN3CCCC3)c(=O)c2c1
-3.2[25 µM] | O=S(=O)(c1ccccc1)N1CCCCN2[C@H](C1)[C@H](c1ccc(-c3ccccc3F)cc1)[C@@H]2CO
-20.2 | CC1CCN(CC(=O)Nc2ccc(Br)cc2[N+](=O)[O-])CC1
-11.9[25 µM] | C[C@H](CO)N1C[C@H](C)[C@H](CN(C)S(=O)(=O)c2cn(C)cn2)OCCCC[C@H](C)Oc2ccc(NC(=O)Nc3cccc4ccccc34)cc2C1=O
-3.7 | CC(C)c1ncc(S(=O)(=O)c2ccc(C(F)(F)F)cn2)c(N)n1
-4.7[25 µM] | CC=Cc1ccc2n(c1=O)C[C@H]1[C@H](CO)[C@@H](C(=O)N(C)C)[C@@H]2N1C(=O)c1ccccc1 (mixture of isomers)
16.1 | N=c1n(CCN2CCCCC2)c2ccccc2n1CC(O)COc1ccccc1 (stereo not given)
-47.8 | c1ccc(NCc2nc(-c3ccccc3)no2)cc1
2.6 | Cc1nc(-c2ccccc2)ccc1C(=O)O
8.8 | CC(=O)c1ccccc1NC(=O)COC(=O)C1COc2ccccc2O1 (stereo not given)
-7.1[25 µM] | COCCNC(=O)C[C@H]1CC[C@H]2[C@@H](COC[C@H](O)CN2C(=O)c2cc(Cl)cc(Cl)c2)O1
4.6 | CN1C(=O)N(C)C2(CC1(C)C)CC(C)(C)N(C)C(=O)N2C
4.4 | COc1ccccc1OCC(=O)Nc1c2c(nn1-c1ccc(C)cc1)CS(=O)(=O)C2
0.1[25 µM] | CCCNC(=O)N1C[C@H]2[C@@H](c3ccccc31)[C@H](CO)N2CC1CCCC1
-37.6 | Cc1c(NC(=O)c2cc(-n3cnnc3)ccc2Cl)cccc1-c1nc2ccccc2o1
5.8&-4.9[25 µM] | N#Cc1cccc(-c2ccc(C3[C@@H]4CN(Cc5ccccc5)C[C@H]3N4)cc2)c1 (stereo not given in full)
